# Assay outcomes as filed in PubChem BioAssay.
# Nrf2 block: Nrf2 pathway inhibition | A549 ARE-Fluc reporter, luciferase luminescence, 18-24 h | Potency, µM (titrated, usually from 46 µM), for inactives: at the top dose activity change, negative = inhibition, usual class: inhibitors | 2.1% of 360,000 active | AID 504444; note: potency is the fitted concentration of half-maximal effect; % is set by controls: 0 for no effect and ±100 for the full control effect; nearly all actives have a fitted effect of over 60% in size
#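 Two sequential reads on A549 ARE_Fluc cells exposed to compound for 18-24 h: a CellTiter-Fluor fluorescence read for viability, then a luciferase luminescence read for Nrf2/ARE activity.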
# MmCpn inh: inhibitors of Methanococcus maripaludis chaperonin (MmCpn); purified Mm-Cpn ATPase, ADP Transcreener TR-FRET; AID 504842; Potency, µM (series often up to 76.9 µM), for inactives: at the top dose activity, negative = inhibition, usual class: inhibitors; 0.031% of 330,000 active; note: potency is the fitted concentration of half-maximal effect; % is set by controls: 0 for no effect and ±100 for the full control effect; nearly all actives have a fitted effect of over 80% in size
#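 25 nM Mm-CPN + cpd, 10 min 37°C; + 10 uM ATP, 30 min 37°C; buffer 30 mM Tris pH 7.4, 100 mM KCl, 5 mM MgCl2, 1 mM DTT; Transcreener ADP HTRF detection 30 min RT.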
# CCT chaperon mod: modulators of cytosolic chaperonin (CCT/TRiC) activity | purified chaperonin ATPase assay, HTRF ADP detection, 30 min | activity change, % (no concentration beside the values), hits read low | 0.3% of 360,000 active | AID 651819; in the data active = activity change below about -30%; note: % is set by controls: 0 for no effect and ±100 for the full control effect
#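 We incubate TRiC, 40 or 20 nM final, with library compounds at 76 uM and 10 uM ATP for 30 min at 37 °C. ADP formed is detected with Transcreener HTRF reagents after 30 min at room temperature.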
# pAkt inh: inhibitors of Akt phosphorylation; Neuro2A IGF-stimulated pAkt S473 HTRF, 20 min; hits give low values; activity change, % for hits at 50 µM; 0.32% of 360,000 active; AID 651550; in the data active = activity change below about -80%; inconclusive = mostly about -51% to -80%; note: % is set by controls: 0 for no effect and ±100 for the full control effect
#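 Neuro2A cells (4,500/well, DMEM with 0.5% FBS) were treated with compound at a single 50 µM final concentration, stimulated with 6 nM IGF for 20 min at 37 °C, and lysed. Phospho-Akt Ser473 was read by HTRF as 665/615 ratio ×10^4.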
# Abeta rescue: A-beta toxicity reversal in yeast. Potency, µM (top dose mostly 46.1 µM), for inactives: at the highest dose growth rescue, hits mostly activators. 0.063% of 410,000 active. yeast expressing A-beta42, growth rescue, OD600, 48 h; response scale: 0% DMSO, 100% iron-clioquinol control; note: potency is the fitted concentration of half-maximal effect; nearly all actives have a fitted effect of over 55% in size
#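 Growth rescue measured by 600 nm absorbance after 48 h yeast culture at 30 C with compound. Values normalized between DMSO and an equimolar ferric chloride plus clioquinol control.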
# TGFb SMAD3 inh: blocks TGF-b signaling; HepG2 CAGA-GFP TGF-b/SMAD3 reporter, GFP fluorescence, 18 h; TGF-beta stimulated, 500 pg/mL final; Potency, µM (titrated, usually from 46.1 µM), inactives show top-dose activity, negative = inhibition, usual class: inhibitors; 1.2% of 410,000 active; note: potency is the fitted concentration of half-maximal effect; % is set by controls: 0 for no effect and ±100 for the full control effect; nearly all actives have a fitted effect of over 65% in size
#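 Smad-responsive CAGA-GFP expression was quantified in HEPG2 cells exposed to compounds and 500 pg/mL final TGF-beta for 18 h at 37 degrees C; unstimulated wells defined full inhibition.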
# HepG2 tox: counter-screen for TGF-b inhibitors: cytotoxicity in HepG2 cells; 0.76% of 410,000 active; HepG2 CAGA-GFP viability, ATP luminescence, 18 h; AID 588856; Potency, µM (series often up to 46.1 µM), for the others: at the highest dose activity change, negative = cytotoxicity, usual class: cytotoxic; note: potency is the fitted concentration of half-maximal effect; some results filed as inactive show a strong effect at the top dose
#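 HepG2 CAGA-GFP cells (1000/well, DMEM with 1% FBS) received compound, then TGF-beta at 500 pg/mL final, and were incubated 18 hours at 37 degrees C. Viability was read by CellTiter-Glo luminescence. Media-only wells were set as complete cell-killing and DMSO as no toxicity.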
# A549 tox: A549 cytotoxicity, counter-screen for Nrf2 inhibitors; A549 ARE-Fluc cells, CellTiter-Fluor viability, 18-24 h; Potency, µM (top dose mostly 46 µM), for inactives: at the highest dose activity change, negative = cytotoxicity, actives largely listed as inhibitors; 0.16% of 390,000 active; AID 504648; note: potency is the fitted concentration of half-maximal effect; % is set by controls: 0 for no effect and ±100 for the full control effect
#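 Cytotoxicity counterscreen: CellTiter-Fluor fluorescence was measured in A549 ARE_Fluc cells after 18-24 h of compound exposure in a concentration series. The subsequent BugLite luminescent read reports ARE-luciferase activity.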
# Nrf2 activator: Nrf2 pathway activation; Potency, µM (highest dose often 46.1 µM), inactives show at the highest dose activation, hits mostly activators; 0.31% of 410,000 active; AID 624171; AREc32 ARE-luciferase reporter (MCF7-derived line), luminescence, 24 h; note: potency is the fitted concentration of half-maximal effect; % of control where 0% means no effect; nearly all actives have a fitted effect of over 65% in size
#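 ARE activation measured as luciferase luminescence (Steady-Glo, 30 min RT) in AREc32_Fluc cells after 24 hr compound exposure at 37 deg C, 5% CO2; cells seeded overnight at 1000/well in OPTI-MEM, 5% FBS.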
# * marks the source's active call; other numbers are inactive results; i = inactive; u = inconclusive; x = not tested or not shown; [ ] = dose if it differs, or a comment. Unless noted, calls come from the whole dose curve; as a rule, active = well fitted curve in the direction sought with a large enough effect; inconclusive = small, poorly fitted or top-dose-only effect, or another doubt; inactive = no such curve, though single readings can be large; an effect the other way counts as inactive or inconclusive. Not a hit list, and some 4.3% of all compounds hit somewhere here.
SMILES	Nrf2 block	MmCpn inh	CCT chaperon mod	pAkt inh	Abeta rescue	TGFb SMAD3 inh	HepG2 tox	A549 tox	Nrf2 activator
COC(=O)c1[nH]c2ccccc2c1NC(=O)CN1CCN(Cc2ccc3c(c2)OCO3)CC1	u	1%	-6.2	i	-1%	27%	-30%	-3%	4.9%
OC(CSc1ccccc1)CN1CCN(c2ccc(Cl)cc2)CC1 (stereo not given)	-2%	x	-0.7	i	-4%	-1%	-36%	0%	-0.1%
CC(C)(C)OC(=O)N(Cc1ccccc1)Cc1cccc(OCc2cccc(NC(=O)c3ccccc3)c2)c1	-23%	x	-2.8	i	-2%	3%	0%	7%	3.2%
Cc1cccc(CSc2cn(CC(=O)N3CCCCC3)c3ccccc23)c1	u	x	x	x	-9%	-2%	-7%	-12%	6.4%
COc1ccc(OC)c2[nH]c(C(=O)N3CCC(C(=O)O)CC3)cc12	0%	-4%	0.0	i	-11%	-4%	-7%	5%	-1.4%
N#CC(c1ccc(N)cc1)C(CC(=O)c1ccccc1)c1ccccc1 (stereo not given)	x	x	1.6	i	10%	11%	3%	x	24%
Cc1ccc(S(=O)(=O)N(C)Cc2ccc(-c3nnc4n3CCC4)cc2)cc1	4%	-2%	2.1	i	-1%	-11%	-22%	0%	0.1%
O=C(Nc1ccc2oc(-c3cccnc3)nc2c1)c1ccc(-c2ccc(OC(F)(F)F)cc2)o1	-13%	x	x	x	-3%	1%	5%	1%	5.9%
CC(=O)Nc1c(Br)cc2c(c1Br)Cc1cc([N+](=O)[O-])ccc1-2	u	x	-0.7	i	13%	0%	-18%	-16%	7.6%
CC(CC(=O)Nc1ncc([N+](=O)[O-])s1)c1ccccc1 (stereo not given)	u	2%	-0.2	i	7%	-13%	-29%	u	10%
Cc1cc(=O)n(CC(=O)N2CCCCC2)c2c1c(C)nn2C	-9%	x	x	x	-12%	-16%	-9%	-6%	-0.9%
Cc1ccc(NC(=O)CSCC(=O)N(C)CC(=O)Nc2cccc(F)c2)cc1	17%	1%	-0.7	i	4%	u	-23%	2%	-0.5%
O=C(CN1CCc2cc3c(cc2C1)OCCCO3)Nc1cccc(Br)c1	-14%	-4%	-1.2	i	5%	-23%	-17%	0%	0.4%
COc1ccccc1CNC(=O)CSc1ccc(Br)cc1	2%	3%	-1.1	i	-6%	22%	11%	19%	-0.7%
CCOc1cc(CNc2ccc(S(N)(=O)=O)cc2)ccc1OCC(=O)NC(C)(C)C	u	-1%	-0.2	i	-4%	27%	27%	1%	3.8%
Cc1nc2scc(-c3ccccc3)c2c(=O)n1/N=C/c1ccco1	u	1%	-0.8	i	7%	-8%	0%	-14%	9.7%
N#Cc1cccc(Nc2c3c(nc4ccccc24)CCCC3)c1	12%	3%	-0.1	i	-8%	u	-35%	-2%	-0.4%
Cc1ccccc1NC(=O)OCc1cn(-c2ccc(Cl)cc2)nn1	8%	-2%	-1.9	i	0%	6%	-14%	2%	0.2%
O=C(Oc1ccc(Br)cc1C(=O)/C=C/c1ccccc1F)c1ccco1	1%	x	-2.1	i	-16%	16µM*	-47%	0%	u
CCCCn1c(N)c(N(CCOC)C(=O)c2cc(S(=O)(=O)N3CCCCC3)ccc2Cl)c(=O)[nH]c1=O	8%	-2%	-2.7	i	5%	-7%	9%	-6%	-1.6%
NC(=O)C1CCN(CC(O)COCc2ccccc2Cl)CC1 (stereo not given)	2%	2%	0.3	i	0%	3%	1%	6%	0.2%
CC(C)(C)NCC(O)COc1ccccc1C1CCCC1 (stereo not given)	5%	1%	-1.2	i	13%	32%[activator]	-50%	-7%	-0.5%
C[C@@H]1CN([C@@H](C)CO)C(=O)CCCn2nncc2CO[C@@H]1CN(C)S(=O)(=O)c1ccc(F)cc1	x	x	0.1	i	-4%	14%	-1%	x	-0.1%
CCCCc1ccc(NC2=NCC(=O)N2CCc2ccccc2)cc1	u	1%	0.5	i	5%	u	-13%	-11%	2.8%
CCN1C(=O)/C(=C/C=C2/SCCN2C)SC1=S	u	0%	0.4	i	1%	71%[activator]	0%	-18%	2.6%
CCOc1ccc(NC(=O)CSc2nnc(Cc3cccn3C)n2-c2ccc(OC)cc2)cc1	7%	-3%	-2.1	i	-11%	-3%	-19%	5%	3.0%
CCOC(=O)C1CSC(CC(=O)Nc2ccc(Cl)c(Cl)c2)C(=O)N1 (stereo not given)	-13%	x	-9.2	i	22%	-25%	-43%	-1%	-0.2%
CCc1ccc(Nc2n[n+](-c3ccccc3)c(-c3cccc(C)c3)s2)cc1	u	u	-0.4	i	-5%	u	-35%	-9%	-0.3%
CC(C)CNC(=S)N1CCN(Cc2ccc3c(c2)OCO3)CC1	16%	-2%	4.2	i	1%	1%	7%	0%	0.0%
CC[C@]12c3[nH]c4ccccc4c3CCN1C(=O)C(CC(=O)NCCCOC)C[C@@H]2C(=O)N1CCN(C(=O)c2ccco2)CC1 (stereo not given in full)	-2%	2%	-2.9	i	-18%	-15%	3%	-2%	-0.2%
O=C(NCc1cccnc1)C1c2ccccc2C(=O)N1C1CCCC1 (stereo not given)	8%	0%	-2.1	i	-4%	-18%	-7%	1%	0.0%
COc1ccc(OC)c(C(O)c2coc3ccc(O)c(CN(C)C)c23)c1 (stereo not given)	14%	1%	-0.5	i	2%	-6%	-15%	2%	0.1%
COc1ccccc1C(=O)NC(CCSC)C(=O)NCc1ccncc1 (stereo not given)	-4%	-1%	-5.6	i	-4%	1%	-8%	-1%	-0.3%
Cc1ccc(Cl)cc1NC(=O)/C(C#N)=C\c1cn(Cc2ccc(F)cc2)c2ccccc12	u	x	x	x	7%	u	-33%	-3%	-0.9%
Cc1ncsc1C(=O)NCc1ccc(N2CCCC2=O)cc1	u	3%	-2.0	i	-9%	-11%	-13%	-6%	0.3%
CC(=O)OC[C@@H]1CN(Cc2ccccc2)C[C@H](n2cnc3c(N4CCN(c5ccccc5)CC4)ncnc32)O1	x	x	-0.6	i	9%	0%	-1%	x	-0.8%
O=C(/C=C/c1ccco1)Nc1cc(Cl)ccc1C(=O)O	-23%	0%	0.7	i	-55%[inhibitor]	-11%	0%	-10%	6.1%[9.22 µM]
Cc1cccc(NC(=O)CSC2=NN3CCCC(=O)N=C3S2)c1C	11%	-2%	-0.8	i	1%	3%	-1%	13%	2.5%
CCOC(=O)C1=C(C)N=C2SCCC(=O)N2C1c1cccs1 (stereo not given)	x	-1%	2.2	i	4%[9.22 µM]	-4%	3%	14%	-0.7%
NC(=O)CN(c1ccc(Cl)cc1)S(=O)(=O)c1ccccc1	-8%	1%	-0.8	i	2%	-7%	24%	6%	-0.5%
CC(=O)CC1(OC(C)=O)C(=O)N(C)c2ccccc21 (stereo not given)	-5%	0%	-4.5	i	-3%	u	-33%	1%	u
CC(C)C(=O)N1CCCC1(C)C(=O)Nc1ccccc1 (stereo not given)	x	x	0.8	i	-15%	0%	4%	x	2.6%
CCSc1ncccc1C(=O)N[C@@H](CCSC)C(=O)OC	-12%	2%	0.3	i	-14%	0%	-18%	1%	0.2%
COc1ccc(NC(C#N)c2ccc(OC)cc2)cc1 (stereo not given)	-18%	1%	0.0	i	0%	-16%	5%	-2%	-0.6%
Cc1ccc(S(=O)(=O)N2CCCc3cc(NC(=O)c4ccccc4Cl)ccc32)cc1	x	x	x	x	-9%	-3%	3%	0%	5.7%
O=C(O)c1ccc(CSc2nnc(-c3ccco3)n2-c2ccccc2)cc1	2%	1%	-2.0	i	0%	24%	18%	0%	0.0%[9.22 µM]
O=C1CCCc2c1[nH]c1ccccc21	-10%	0%	-0.2	i	-2%	-11%	-6%	1%	2.7%
Clc1ccccc1-c1nnc2sc(-c3cccs3)nn12	x	-7%	1.2	i	-5%	-16%	-19%	-1%	27%
Cc1ccc(-c2csc(N=C(N)N)n2)cc1	10%	1%	-3.0	i	-19%	-6%	-12%	7%	9.6%
Cn1c(SCC(=O)Nc2cccc3ccccc23)nc(O)cc1=O	3%	-1%	1.6	i	8%	5%	-4%	0%	-0.1%

# (continued)
SMILES	Nrf2 block	MmCpn inh	CCT chaperon mod	pAkt inh	Abeta rescue	TGFb SMAD3 inh	HepG2 tox	A549 tox	Nrf2 activator
O=C1CC(c2ccc(S(=O)(=O)NCCOc3ccccc3)cc2)CN1 (stereo not given)	2%	0%	-0.1	i	-9%	-6%	1%	13%	0.1%
Nc1c(NCc2ccccc2F)c(=O)[nH]c(=O)n1Cc1ccccc1	x	0%	-0.7	i	6%	-2%	12%	-2%	0.6%
CC(C)(C)c1[nH]nc2c1C(c1ccncc1)C(C#N)=C(N)O2 (stereo not given)	3%	1%	-1.1	i	22%	-3%	17%	-6%	-0.1%
CC(C)CC(C(=O)NC(C)(C)C)N(Cc1ccccc1Cl)C(=O)c1snc(C(N)=O)c1N (stereo not given)	u	0%	-29	i	6%	u	-16%	-15%	4.8%
N#Cc1c(N)n(-c2ccc(C(=O)O)cc2)c2nc3ccccc3nc12	6%	-12%	-1.3	i	7%	-22%	-20%	u	-1.1%
CC1CCN(c2nc3c(c(=O)[nH]c(=O)n3C)n2CCSc2ncccn2)CC1	-3%	x	-1.0	i	1%	9%	20%	8%	-0.3%
CCOC(=O)c1c(C)[nH]c(CCC(=O)NCc2cccc(C)c2)c1C	x	x	x	x	-7%	u	-4%	-2%	3.4%
